PLC-beta3 inh: inhibitors of human phospholipase C beta3; Q01970; inhibition, % at 12.2 µM; AID 720704; Purified PLC-beta3, fluorogenic substrate, fluorescence; 0.18% of 370,000 active; in the data active = inhibition above about 11%;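 note: 0% = median of compound wells on plate and 100% = full blocker control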
PLC-gamma1 inh: blocks human PLC-gamma1 enzyme activity | P19174 | purified PLC-gamma1, fluorogenic substrate, fluorescence | inhibition, % at 12.2 µM | 0.84% of 370,000 active | AID 720700; in the data active = inhibition above about 9.5%
NR1D1 modulator: modulates human Rev-erb alpha binding to DNA; P20393; Rev-erbα–FITC-DNA binding, fluorescence polarization, 90 min; activity, % at 10 µM; 0.79% of 370,000 active; AID 1259318;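 active = activity above about 14%, limit read from the data; passing the limit was not always enough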;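 note: 0% = DMSO wells with 35 nM protein and 100% = DMSO wells with 750 nM protein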
Target sequence (P20393 whole entry, looked up): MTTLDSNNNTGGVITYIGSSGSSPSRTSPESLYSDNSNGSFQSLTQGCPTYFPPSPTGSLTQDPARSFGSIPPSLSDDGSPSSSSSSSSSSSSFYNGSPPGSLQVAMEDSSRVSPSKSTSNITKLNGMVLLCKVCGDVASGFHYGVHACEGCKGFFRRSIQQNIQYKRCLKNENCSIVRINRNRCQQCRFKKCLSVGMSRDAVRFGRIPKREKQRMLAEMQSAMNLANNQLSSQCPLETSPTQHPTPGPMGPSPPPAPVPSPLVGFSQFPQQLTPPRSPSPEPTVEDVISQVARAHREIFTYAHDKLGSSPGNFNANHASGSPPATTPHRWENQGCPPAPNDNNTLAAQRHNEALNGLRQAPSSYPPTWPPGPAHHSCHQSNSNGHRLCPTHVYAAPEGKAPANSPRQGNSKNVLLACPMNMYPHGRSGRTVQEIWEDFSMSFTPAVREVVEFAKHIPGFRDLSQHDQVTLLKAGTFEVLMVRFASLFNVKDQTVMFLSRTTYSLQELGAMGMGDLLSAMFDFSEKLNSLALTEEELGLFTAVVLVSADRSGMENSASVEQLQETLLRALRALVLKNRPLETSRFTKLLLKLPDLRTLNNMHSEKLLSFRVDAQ
MBD2 DNA inh: MBD2-methylated oligo binding inhibition; Q9UBB5; inhibition, % at 4.4 µM; TR-FRET, MBD2 binding to methylated oligonucleotide; 0.31% of 370,000 active; AID 686964; in the data active = inhibition above about 13%
DAX1 inh-1: inhibits human nuclear receptor DAX1 | inhibition, % at 6.75 µM | AID 504766 | HEK293 Gal4-DAX1 luciferase reporter, luminescence | 0.99% of 340,000 active;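 active = inhibition above the mean over all tested compounds plus 3 SD, cut at about 4.2% in these data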;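 note: 0% = DAX1-transfected cells with DMSO and 100% = empty-vector control cells with DMSO; inhibition shows as a rise in luminescence from relieved DAX1 repression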
Target sequence (P51843 207-470 limits assumed): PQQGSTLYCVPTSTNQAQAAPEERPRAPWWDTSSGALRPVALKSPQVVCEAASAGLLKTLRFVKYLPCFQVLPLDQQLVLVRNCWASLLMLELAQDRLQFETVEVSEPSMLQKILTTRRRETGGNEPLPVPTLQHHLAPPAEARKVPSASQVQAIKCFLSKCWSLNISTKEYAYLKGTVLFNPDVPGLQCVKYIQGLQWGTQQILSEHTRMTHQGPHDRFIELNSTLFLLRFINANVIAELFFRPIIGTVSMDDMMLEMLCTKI
hgDAF12 agonist: activates the H. glycines DAF-12 receptor ligand-binding domain; HEK293 GAL4-hgDAF12 UAS-luciferase reporter, agonist luminescence; normalized to butyrate control; activation, % at 6.8 µM; 1.8% of 370,000 active; AID 687014;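 active = activation above a cutoff set at the mean of all screened compounds plus 3 SD, cut at about 10% in these data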;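 note: 0% = DMSO wells and 100% = sodium butyrate wells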
hcDAF12 agonist: activators of H. contortus DAF-12 nuclear receptor | activation, % at 6.8 µM | 1.4% of 370,000 active | HEK293 hcDAF-12 lit1-tk-luc reporter, luminescence; 0% DMSO, 100% Δ7-dafachronic acid;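 active = activation above the mean of all tested compounds plus 3 SD, cut at about 5.5% in these data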;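 note: 100% = response to 3 µM Δ7-dafachronic acid high control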
SMARCA2 act: increases SMARCA2 function in MMTV reporter cells | MG213 cells, MMTV-luciferase reporter, dexamethasone, overnight | AID 652017 | activation, % at 9.1 µM | 1% of 370,000 active; in the data active = activation above about 7.8%;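 note: 0% = vehicle wells and 100% = reference activator wells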
DAX1 inh-2: inhibitors of DAX1 repression of SF-1 activated StAR promoter; HEK293T StAR-luciferase reporter, SF-1/DAX-1 repression relief; inhibition, % at 6.8 µM; 1.1% of 370,000 active; AID 652010;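 active = inhibition above the mean over all tested compounds plus 3 SD, cut at about 3.6% in these data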;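 note: 0% = DAX-1 cells with DMSO and 100% = cells lacking DAX-1 with DMSO; higher inhibition means more luminescence from relief of DAX-1 repression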
ADAM17 inh: inhibitors of human ADAM17; inhibition, % at 6.95 µM; 0.83% of 370,000 active; P78536; recombinant ADAM17, EDANS/DABCYL FRET peptide cleavage;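 active = inhibition above the mean of compounds lying between control limits plus 3 SD, set per campaign, cut at about 8.5% in these data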;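 note: 0% = DMSO-only wells as the low control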
ssDAF12 agonist: S. stercoralis DAF-12 activation, primary screen; HEK293 ssDAF-12/GRIP1 lit1-tk-luc reporter, luminescence; % of 3 µM dafachronic acid response; activation, % at 6.8 µM; 1% of 370,000 active; AID 652126;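 active = activation above the mean over all tested compounds plus 3 SD, cut at about 0.9% in these data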;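 note: 0% = DMSO-only wells and 100% = 3 µM delta7-dafachronic acid wells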
* marks the source's active call; other numbers are inactive results; i = inactive; · = not tested or not shown. An unsorted share of the library; about 7.4% have a hit in one of these screens.

| nr | molecule | NR1D1 modulator | MBD2 DNA inh | SMARCA2 act | ssDAF12 agonist | DAX1 inh-2 | hcDAF12 agonist | PLC-beta3 inh | hgDAF12 agonist | ADAM17 inh | PLC-gamma1 inh | DAX1 inh-1 |
| --- | --- | --- | --- | --- | --- | --- | --- | --- | --- | --- | --- | --- |
| 1 | CCN1CCN(C(=O)c2ccccc2Nc2ccc(SC(F)F)cc2)CC1 | 1 | -8 | 0 | -1.2 | -0.4 | -3.8 | -3 | -1.8 | 2 | 0 | -1.0 |
| 2 | CSc1ccc(CN(C)C(=O)C23CC4CC(CC(Cl)(C4)C2)C3)cc1 | 5 | -2 | -2 | -0.4 | -0.4 | -0.8 | -3 | 0.2 | 0 | 1 | -1.1 |
| 3 | Cc1cc(CNC(=O)COc2ccc([N+](=O)[O-])cc2)c2ccccc2n1 | 0 | 0 | 0 | -2.0 | -0.2 | -1.5 | 0 | 0.0 | -1 | 0 | 0.4 |
| 4 | CCOC(=O)C1=C(C)N(C[C@@H]2CC[C@@H](Cc3ccc(-c4ccccc4)cc3)O2)C(=O)NC1c1ccc([N+](=O)[O-])cc1 (stereo not given in full) | -4 | 3 | -6 | -1.3 | -0.9 | -1.2 | -4 | -0.7 | -2 | 2 | -1.3 |
| 5 | O=[N+]([O-])c1ccc(S(=O)(=O)NCCN2CCOCC2)cc1 | 0 | 1 | -3 | -1.4 | 0.2 | 0.1 | 5 | -1.6 | 2 | 4 | -0.5 |
| 6 | COc1ccc([N+](=O)[O-])cc1NC(=O)c1cccs1 | -7 | -1 | 0 | 0.0 | -0.2 | 0.5 | 5 | 3.5 | -1 | 3 | -1.1 |
| 7 | CCOC(=O)CNS(=O)(=O)c1cc(-c2nnc(Nc3ccc4c(c3)OCO4)c3ccccc23)ccc1C | 5 | 2 | 6 | -1.2 | -1.1 | -2.9 | -27 | 0.5 | 4 | -27 | -1.1 |
| 8 | CCC(=O)Nc1ccc2c(c1)OCCO2 | 6 | -4 | -2 | -1.6 | -0.6 | -1.4 | 4 | -1.2 | -2 | 1 | -0.8 |
| 9 | O=C(O)C1C2C=CC(C2)C1C(=O)NCCCN1CCOCC1 (stereo not given) | 2 | 1 | -3 | -1.5 | 0.0 | -0.9 | 0 | 0.8 | -2 | 0 | 0.1 |
| 10 | O=C(O)C(Cc1ccccc1)N1C(=O)c2ccccc2C1=O (stereo not given) | 0 | -3 | -1 | -1.0 | 0.4 | 0.2 | 1 | -2.2 | -7 | 0 | -1.5 |
| 11 | COCCCNC(=O)CCCC(=O)NCCCOC | 1 | -3 | -2 | -1.0 | 0.9 | -0.5 | 0 | -0.3 | 0 | 1 | -1.1 |
| 12 | COc1ccc(COc2cc(-c3cccc(OC)c3)nc3ccc(N)cc23)cc1 | -5 | -5 | 1 | -1.1 | -0.4 | -1.6 | i | -7.3 | -193 | i | -2.5 |
| 13 | CC(C)(C)c1nc2c(s1)CCc1onc(-c3ccc(Br)cc3)c1-2 | -1 | -1 | 2 | -1.5 | 0.8 | 0.1 | 1 | -0.5 | -1 | -1 | 0.6 |
| 14 | Nc1ncc2c(n1)-c1ccoc1CC2 | -9 | 11 | -2 | -1.2 | 0.5 | 2.0 | -187 | -0.2 | -94 | -129 | -0.9 |
| 15 | Cc1ccc([N+](=O)[O-])cc1NC(=S)NC(=O)c1ccco1 | -1 | 0 | -4 | 0.1 | -0.3 | -0.3 | -2 | 0.6 | 0 | 2 | 1.2 |
| 16 | Cc1cc(C(=O)NNc2ccc(F)cc2)no1 | -1 | -1 | 0 | -1.2 | 1.1 | 0.7 | -6 | 1.7 | -1 | -3 | -0.3 |
| 17 | Cc1ccccc1/C=C/c1nc2ccccc2c(=O)n1Cc1ccccc1 | -3 | -3 | -3 | -0.4 | 0.0 | 1.2 | -10 | -1.0 | -1 | -5 | 1.4 |
| 18 | COc1cc(/C=C/C(=O)O)cc(S(=O)(=O)NCCO)c1OC | 2 | 2 | 3 | -0.9 | 0.1 | 0.7 | 4 | 2.4 | -5 | 2 | 1.5 |
| 19 | O=C(c1ccccn1)N(c1ccccc1)C1(C(=O)NC2CCCCC2)CCCCC1 | 1 | -3 | -4 | -1.6 | 0.1 | -1.5 | -8 | 1.4 | -4 | -2 | 0.1 |
| 20 | CC(Oc1ccccc1)c1ccnn1S(C)(=O)=O (stereo not given) | 3 | 2 | -4 | -1.1 | 0.7 | -0.6 | 0 | -0.1 | 5 | 6 | -0.3 |
| 21 | O=C1CN(c2ccccc2F)C(=O)CN1c1ccccc1F | 0 | 0 | 0 | -1.5 | -0.1 | 0.2 | 4 | 3.3 | -2 | 0 | -0.7 |
| 22 | O=C(NCc1cn2ccccc2n1)c1ccc(Br)o1 | 0 | 2 | 0 | -1.5 | 0.3 | 1.5 | -1 | 1.5 | -3 | -2 | -0.7 |
| 23 | CCOc1cc(/C=N/NC(=O)c2cc(-c3cccnc3)nc3ccccc23)ccc1O | 0 | 2 | 2 | -0.3 | -0.8 | 0.1 | 3 | -1.6 | -1 | 2 | 0.3 |
| 24 | CC(C(=O)NC(C)(C)C)N1C(=O)c2cccc3cccc(c23)C1=O (stereo not given) | 1 | 3 | -3 | -1.4 | 0.2 | -1.7 | -31 | -2.4 | -171 | -19 | 0.0 |
| 25 | O=C(Nc1nccs1)c1cccc(S(=O)(=O)N2CCCC2)c1 | -5 | -9 | -1 | -1.1 | -1.2 | 3.0 | 3 | -0.4 | 4 | 3 | 0.0 |
| 26 | COC(=O)c1ccc(NCCC(=O)O)cc1 | -3 | 5 | -5 | -0.2 | -0.1 | 1.3 | 0 | -4.9 | -2 | -5 | -0.5 |
| 27 | COc1ccc(CC(=O)OCC(=O)Nc2cc(S(=O)(=O)N3CCOCC3)ccc2N2CCCC2)cc1 | -2 | 5 | -7 | -1.6 | 0.1 | -2.3 | -7 | -1.6 | 0 | -2 | 1.4 |
| 28 | CCN1CCN(Cc2coc3ccc(C)cc3c2=O)CC1 | 1 | -1 | 3 | -1.1 | 0.2 | -0.6 | 1 | 2.4 | -3 | 1 | 0.7 |
| 29 | O=C(CN1CCN(CC(=O)Nc2ccc3c(c2)OC2(CCCCC2)O3)CC1)Nc1cccc(F)c1 | -7 | 1 | -4 | -0.6 | -2.2 | -0.9 | -5 | -0.2 | -3 | -2 | -0.7 |
| 30 | CCOc1ccc(C(=O)NCC(=O)NC(C)c2ccc(-n3ccnc3)cc2)cc1OCC (stereo not given) | -6 | 4 | -2 | -1.5 | 2.0 | -1.4 | -5 | -0.2 | 5 | 4 | 1.2 |
| 31 | Cc1ccc(C2=NS(=O)(=O)N(C)C(C(=O)NCc3ccccc3)=C2)cc1 | -1 | -1 | -3 | -1.1 | -0.6 | -0.1 | -13 | 1.0 | -4 | -10 | 0.7 |
| 32 | COC(=O)c1cccc(NC(=O)/C=C/c2ccc3c(c2)OCO3)c1 | 0 | -4 | 8.2* | -1.6 | 2.8 | 2.0 | -27 | 5.9 | -12 | -26 | -4.4 |
| 33 | Cc1ccc(NC(=O)C2C3CCCCC32)cc1[N+](=O)[O-] (stereo not given) | 1 | 0 | 2 | -0.7 | 0.4 | 2.6 | -6 | 5.9 | -4 | 1 | 2.6 |
| 34 | Cc1ccc(NC(=O)Cn2cnc([N+](=O)[O-])c2)cc1C | -1 | -1 | 3 | -0.5 | -0.5 | -1.3 | -5 | -1.2 | -5 | 3 | 0.5 |
| 35 | O=Cc1ccc2cccnc2n1 | 2 | 2 | -3 | 2.0* | -0.2 | 6.1* | -7 | 1.4 | 1 | -7 | 1.3 |
| 36 | COCC1CCCN(C(=O)c2cc(COc3ccc4ncccc4c3)on2)C1 (stereo not given) | -3 | -1 | -4 | -2.0 | -8.6 | -4.8 | -4 | -7.7 | -6 | 1 | -2.1 |
| 37 | CCOc1ccccc1NC(=O)NC(=O)N(C)S(=O)(=O)c1ccc(C)cc1 | -2 | -1 | -1 | -1.3 | -0.3 | -2.1 | -2 | -2.6 | 0 | 0 | -0.7 |
| 38 | CCC1CCCCN1CCCNC(=O)c1cn(C)c2ccc(S(=O)(=O)N3CCOCC3)cc2c1=O (stereo not given) | 0 | 4 | -2 | -0.3 | -0.1 | 1.0 | -8 | 0.2 | -5 | 0 | 0.3 |
| 39 | O=C(O)CCCc1ccccc1 | 5 | 2 | 2 | -0.7 | -0.3 | -1.4 | 1 | -0.6 | 1 | 3 | -0.3 |
| 40 | O=C(COc1ccccc1)NCC(=O)N/N=C/c1ccc(Br)cc1 | 5 | 3 | -3 | -1.2 | -0.9 | -1.8 | -3 | -3.1 | -3 | -1 | 2.0 |
| 41 | Cc1ccsc1-c1n[nH]c(=S)n1CC(C)C | -3 | -4 | -2 | -0.6 | 0.4 | -0.3 | 2 | -2.4 | 3 | -1 | 0.1 |
| 42 | O=C(CNC(=O)COc1ccccc1)NCCc1ccccn1 | -3 | -1 | 1 | -1.2 | 0.8 | 0.2 | -11 | -1.1 | -1 | -2 | 0.5 |
| 43 | CC(Sc1nnc(-c2cccs2)n1Cc1ccccc1)C(=O)NCc1ccc2c(c1)OCO2 (stereo not given) | -2 | -1 | -1 | -1.7 | -0.6 | 0.4 | 2 | 2.9 | -2 | 1 | -0.3 |
| 44 | O=C(Nc1ccc(F)c(Cl)c1)c1cc(C2CCCN(C(=O)c3cccs3)C2)on1 (stereo not given) | -5 | -2 | -4 | -1.2 | -1.8 | -2.0 | -5 | 1.0 | 3 | 1 | · |
| 45 | Cc1ccnc(NC(=O)c2cc([N+](=O)[O-])cc([N+](=O)[O-])c2)c1 | -8 | 3 | 3 | 0.1 | -0.3 | -0.5 | 3 | -0.4 | 0 | 0 | -0.8 |
